# NPY Y1 blocker = NPY-Y1 receptor antagonists, primary screen, cell-based. AID 1040, 2008. HEK293-CNG Y1 cells, membrane potential fluorescence; NPY at EC95, then isoproterenol. Neuropeptide Y receptor type 1 (Homo sapiens), P25929. 200,000 compounds, 1% hits. inhibition, % at 3.6 µM;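 active means inhibition above the campaign mean inhibition of all tested compounds plus 3 SD, cut at about 20% in these data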;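 further: 0% = DMSO wells given NPY plus isoproterenol and 100% = isoproterenol alone without NPY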
#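 Material: HEK293 Y1/CNG channel cell line | Also added: NPY (25 nM), isoproterenol (1 µM), Ro 20-1724 (25 µM) | Compound: One concentration, 3.6 µM, in 0.4% DMSO | Schedule: 3 h dye uptake, 1 h room-temperature compound, 45 min post-isoproterenol | Signal: Membrane-potential fluorescent dye readout | Read-out: % inhibition of NPY effect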
# p47phox inh = p47phox/p22phox peptide binding inhibitors, primary screen, biochemical, uHTS, NADPH oxidase regulatory subunit; fluorescence polarization, 2 h; inhibition, % at 24.7 µM; 220,000 compounds, 0.53% hits; AID 1274, 2008; Neutrophil cytosol factor 1 (Homo sapiens), P14598;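 active means inhibition above about 30%, limit read from the data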;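 further: 0% = p47phox with labelled peptide and 100% = labelled peptide alone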
# Target sequence (P14598 whole entry, looked up): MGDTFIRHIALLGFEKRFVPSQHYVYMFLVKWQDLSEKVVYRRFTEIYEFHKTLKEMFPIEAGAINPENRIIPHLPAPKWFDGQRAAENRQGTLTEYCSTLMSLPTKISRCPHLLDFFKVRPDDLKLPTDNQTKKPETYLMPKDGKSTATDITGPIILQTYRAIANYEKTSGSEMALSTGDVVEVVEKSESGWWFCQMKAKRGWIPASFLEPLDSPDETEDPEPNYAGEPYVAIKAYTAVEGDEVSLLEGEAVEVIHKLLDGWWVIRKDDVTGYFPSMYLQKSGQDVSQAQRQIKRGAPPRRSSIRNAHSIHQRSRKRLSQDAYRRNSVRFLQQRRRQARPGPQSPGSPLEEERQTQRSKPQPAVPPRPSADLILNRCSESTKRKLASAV
# S1P4 antagonist = S1P4 receptor antagonists, primary screen, cell-based. S1P4-expressing cells, antagonist mode, reporter read-out. AID 1510, 2009. Sphingosine 1-phosphate receptor 4 (Homo sapiens), O95977. 220,000 compounds, 0.26% hits. inhibition, % at 4.98 µM; in the data active means inhibition above about 29%;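 further: 0% = wells stimulated with agonist and 100% = vehicle wells without agonist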
# CHOP inhibitor = inhibitors of CHOP promoter induction, primary screen, cell-based, unfolded protein response, luciferase reporter; CHO-K1 CHOP-promoter luciferase, tunicamycin-induced, 15-18 h; inhibition, % at 10 µM; 220,000 compounds, 3.8% hits; AID 2732, 2010;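 active means compounds that reduced the stress-induced luciferase reporter signal by more than about 70% of percent inhibition, limit read from the data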;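 further: 0% = tunicamycin plus vehicle and 100% = wells without tunicamycin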
# S1P4 agonist = S1P4 receptor agonists, primary screen, cell-based. S1P4-expressing cell line, agonist reporter assay. activation, % at 4.98 µM. AID 1509, 2009. 220,000 compounds, 0.35% hits. Sphingosine 1-phosphate receptor 4 (Homo sapiens), O95977; in the data active means activation above about 11%;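 further: 0% = DMSO vehicle and 100% = reference agonist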
# BaF3 tox = parental Ba/F3 cell viability inhibition, counter-screen for JAK2V617F inhibitor project, murine pro-B, CellTiter-Glo luminescence. 220,000 compounds, 1.1% hits. CellTiter-Glo ATP luminescence. inhibition, % at 5.6 µM;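 active means inhibition above a per-campaign cutoff, the mean inhibition of all tested compounds plus 3 SD, cut at about 27% in these data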;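 further: 0% = DMSO wells and 100% = JAK Inhibitor I control wells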
# Ba/F3 V617F tox = reduced viability of JAK2V617F-dependent Ba/F3 cells, primary screen, JAK2V617F inhibitor project, cell-based, Ba/F3 EpoR-JAK2V617F, luminescence. inhibition, % at 5.6 µM. 220,000 compounds, 1.1% hits. AID 1446, 2008. ATP luminescence;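 active means inhibition above the campaign mean plus 3 SD over all tested compounds, cut at about 24% in these data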;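 further: cytokine-independent growth of Ba/F3 cells driven by EpoR plus mutant JAK2; 0% = DMSO-treated cells and 100% = JAK inhibitor I control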
# NPY-Y2 PAM-ag = NPY-Y2 potentiators or agonists, primary screen, cell-based. 220,000 compounds, 0.45% hits. cells expressing NPY-Y2, potentiator/agonist read-out. Neuropeptide Y receptor type 2 (Homo sapiens), P49146. activation, % at 3.6 µM; in the data active means activation above about 27%;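 further: cells stimulated with NPY near EC25 plus isoproterenol at EC100; 0% = vehicle plus submaximal agonist and 100% = vehicle plus saturating agonist; some results beyond the cut were filed as inactive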
# Target sequence (P49146 whole entry, looked up): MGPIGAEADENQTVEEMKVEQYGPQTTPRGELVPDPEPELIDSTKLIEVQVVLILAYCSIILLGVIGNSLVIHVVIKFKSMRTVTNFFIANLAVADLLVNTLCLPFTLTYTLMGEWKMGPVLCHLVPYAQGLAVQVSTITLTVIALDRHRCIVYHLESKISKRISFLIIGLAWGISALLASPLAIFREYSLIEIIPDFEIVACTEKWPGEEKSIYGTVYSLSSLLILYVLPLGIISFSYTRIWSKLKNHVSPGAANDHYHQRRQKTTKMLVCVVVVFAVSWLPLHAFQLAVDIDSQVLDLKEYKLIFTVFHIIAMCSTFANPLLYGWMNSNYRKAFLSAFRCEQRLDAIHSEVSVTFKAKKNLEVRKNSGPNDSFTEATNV
# NPY-Y1 PAM-ag = NPY-Y1 receptor potentiators or agonists, primary screen, cell-based; Neuropeptide Y receptor type 1 (Homo sapiens), P25929; NPY-Y1 expressing cells, potentiator/agonist activation; activation, % at 3.6 µM; 220,000 compounds, 0.37% hits; AID 1304, 2008; in the data active means activation above about 33%, passing the limit was not always enough;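 further: cells stimulated with NPY at EC10 then isoproterenol at EC100; 0% = low agonist plus stimulus and 100% = saturating agonist plus stimulus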
# Active calls of the source: *; · = not tested or not shown.
# The line under a structure holds: NPY Y1 blocker, p47phox inh, S1P4 antagonist, CHOP inhibitor, S1P4 agonist, BaF3 tox, Ba/F3 V617F tox, NPY-Y2 PAM-ag, NPY-Y1 PAM-ag
- CC(=O)Nc1cc(S(=O)(=O)Nc2ccccc2)c(C)cc1C
 : -1, 0, -14, 22, 2.2, 5, 2, 3, -11
- CCOc1ccc(N(C(=O)c2cnsn2)C(C(=O)NC2CCCCC2)c2ccncc2)cc1 (centres undefined)
 : 34*, -21, -10, -18, 0.0, 11, 4, 12, -27
- Cc1ccc(N(C(=O)Cn2nnc(-c3ccc(F)cc3)n2)C(CC(C)C)C(=O)NCC2CCCO2)cc1 (centres undefined)
 : 0, -74, -29, 60, 1.6, 2, -1, 0, 11
- Cc1ccc(NC(=O)c2nc3nccc(C)n3n2)c(C)c1
 : 3, -7, 0, 0, 1.6, 5, -1, -4, 3
- Cc1ccc(/C=C/C(=O)Nc2sc(C)c(C)c2C(=O)OC(C)C)o1
 : -4, -1, -1, 29, -1.7, -3, -3, 2, -2
- Cc1cc(C(=O)NNC(=S)NCC2CCCO2)cs1 (centres undefined)
 : 2, -5, 2, 13, -1.4, 8, 4, 6, -19
- O=C(N/N=C1\CCCCc2ccccc21)c1ccccn1
 : 1, -3, -9, -15, 0.8, -1, -4, 7, -12
- COc1cccc2c(=O)n(CC(=O)N3CCc4ccccc43)ccc12
 : 0, -13, 1, 23, -1.1, 5, -3, -2, 15
- CC1CCCC(C)N1C(=O)CSc1nc2ccccc2c(=O)[nH]1 (centres undefined)
 : 3, -5, -16, -9, -0.7, -1, -1, -11, -20
- COc1ccccc1-c1c(C)oc2c(CN3CCN(CCO)CC3)c(O)ccc2c1=O
 : 1, -9, -2, 14, 1.3, 5, 1, -8, -19
- O=C(CSc1nc2ccccc2o1)N1c2ccccc2Sc2ccc(C(F)(F)F)cc21
 : 18, -25, -8, 19, 0.3, 9, 2, -4, -40
- O=C(NCc1ccco1)C(c1ccc(F)cc1)N(C(=O)Cc1cccs1)c1cccnc1 (centres undefined)
 : 1, -4, 9, 21, 0.2, 5, 0, -1, -3
- Cc1ccc(CNS(=O)(=O)c2ccc(C(C)(C)C)cc2)n1C
 : -8, 5, -8, 13, -2.6, -2, -2, 0, -18
- O=C(CSc1ccc(-c2ccco2)nn1)N1CCCCCC1
 : 0, 3, -27, 1, -1.7, 1, 0, 10, 6
- O=C(Nc1ccccc1)O/N=C1/CCCc2occc21
 : ·, -11, 7, -8, -0.1, 5, -3, -10, 0
- Cc1ccc(OCC(=O)N2CCN(S(=O)(=O)c3ccc(Cl)cc3)CC2)c([N+](=O)[O-])n1
 : 1, 4, -4, 2, -0.4, 4, -3, 0, 8
- COc1ccccc1NC(=O)C(C)NS(=O)(=O)c1ccc(Cl)cc1 (centres undefined)
 : 9, -5, -10, -4, 0.7, 5, -2, 6, -4
- N#Cc1c(-c2ccc(Br)cc2)nc2n(c1=O)CCCS2
 : -1, -9, 1, -12, -1.7, 2, 1, 4, -21
- Cc1cccc(CS(=O)(=O)Cc2ccc(C(=O)NCc3ccco3)o2)c1
 : 1, -6, -15, 19, -0.5, 0, -2, 9, -1
- CCN(CC)S(=O)(=O)c1cccc(C(=O)OCC(=O)Nc2ccccc2OC(F)F)c1
 : 4, -10, -4, 3, -1.4, 2, -2, -16, 0
- COc1cccc(NC(=O)CNC(=O)c2cccs2)c1
 : 0, -4, 6, -5, -1.8, 5, 0, -5, 19
- Cc1cnc(NC(=O)COc2cccc3c2OC(C)(C)C3)s1
 : 1, -118, -11, 8, 0.1, 11, 6, -17, -1
- CCc1ccc(NS(=O)(=O)c2cc(OC)ccc2OC)cc1
 : -2, -6, -8, ·, -1.8, 4, -4, 4, 22
- CCCNC(=O)COC(=O)c1cc2c(=O)n3ccccc3nc2s1
 : 3, 0, -18, -25, 0.9, 0, -6, 10, 6
- CC(=O)NCC(O)c1ccc([N+](=O)[O-])cc1 (centres undefined)
 : ·, -7, 1, 6, 0.7, 5, -6, 8, -4
- Cc1cc(C)c(S(C)(=O)=O)c(Oc2ccccc2C)n1
 : 4, 6, -31, 13, -0.8, 0, 2, -2, -13
- CN(C)c1ccc(C(=O)OCc2ccccc2)cc1
 : 7, -8, -3, 50, -0.9, 0, 2, -17, -31
- O=C(O)/C=C/C(=O)N1CCN(C(=O)/C=C/C(=O)O)CC1
 : -2, -4, -14, 0, 1.3, 1, 0, -2, 12
- CC(C)(C)C(=O)CN1CCN(C2c3ccccc3-c3ccccc32)CC1
 : 9, -4, -3, 37, -0.6, -1, -2, -2, 1
- COc1cc(NC(=O)c2ccccc2F)ccc1NC(=O)c1ccccc1Cl
 : -8, 3, -7, 1, -0.9, 0, 0, -17, 12
- Cc1cc(Cl)ccc1OCC(=O)Nn1c(C)ccc1C
 : 0, 2, -18, 48, 0.8, 7, 1, -1, 2
- Oc1ccccc1/C=N/NC1=NCCCCC1
 : 2, -4, -7, 0, -0.6, 3, -2, -1, -7
- C=CCn1c(-c2ccccc2)c[nH]c1=S
 : 0, -10, -7, -26, 1.3, 4, 1, 10, -26
- Cc1ccc(S(=O)(=O)NCC(=O)OCC(=O)Nc2cccc(S(=O)(=O)NC3=NCCCCC3)c2)cc1C
 : ·, -5, 1, 14, -1.8, -2, -3, 8, 15
- CCN(CC)CCn1cnc2c1c(=O)n(CCOC(=O)c1cc(OC)c(OC)c(OC)c1)c(=O)n2C
 : ·, -17, -10, -4, 0.9, -2, -1, -10, 15
- CCCCCn1c(N2CCC(C(N)=O)CC2)nc2c1c(=O)[nH]c(=O)n2C
 : -2, -9, -7, 44, 0.7, 4, -2, 7, 8
- COC(=O)c1cc(NC(=O)CSc2nnc(N)s2)ccc1Cl
 : -2, 0, -12, -12, -0.8, 10, 4, -7, -1
- COCCn1c(=NC(C)=O)sc2cc([N+](=O)[O-])ccc21
 : -4, 13, 8, 1, 2.3, 2, -2, 2, 12
- COC(=O)CC1C(=O)NCCN1C(=S)Nc1cc(C)cc(C)c1 (centres undefined)
 : 5, -17, -5, 18, 1.2, 5, -2, -12, -9
- COc1cc(/C=N/n2c(C)nnc2C)cc(OC)c1OC
 : 9, -8, -13, -3, -3.1, 5, 0, -2, 6
- C=CCNC(=S)N/N=C/c1ccc(OCc2ccccc2Cl)cc1
 : 17, -10, 4, 92*, 1.3, -1, -4, -24, -15
- C[C@H](NC(=O)c1nc[nH]c1C(=O)NC1CCN(C(=O)OC(C)(C)C)CC1)C(=O)OCc1ccccc1
 : 5, ·, 10, -11, 0.9, -6, 3, -13, 12
- c1ccc2c(c1)ccc1ncccc12
 : -2, -6, -2, 5, 2.1, 7, -1, 3, 16
- CCCCOCCCNC(=O)N[C@@H](CC(C)C)C(=O)O
 : 3, -9, -3, 8, 2.5, 1, 0, 11, -9
- CN(C)S(=O)(=O)Oc1cccc(C(=O)Nc2cccc(Cl)c2)c1
 : 0, -21, -16, 30, -1.3, 3, -3, 10, 19

# Overlap with the part before: five compounds, followed by the next part.
# The line under a structure holds: NPY Y1 blocker, p47phox inh, S1P4 antagonist, CHOP inhibitor, S1P4 agonist, BaF3 tox, Ba/F3 V617F tox, NPY-Y2 PAM-ag, NPY-Y1 PAM-ag
- C=CCNC(=S)N/N=C/c1ccc(OCc2ccccc2Cl)cc1
 : 17, -10, 4, 92*, 1.3, -1, -4, -24, -15
- C[C@H](NC(=O)c1nc[nH]c1C(=O)NC1CCN(C(=O)OC(C)(C)C)CC1)C(=O)OCc1ccccc1
 : 5, ·, 10, -11, 0.9, -6, 3, -13, 12
- c1ccc2c(c1)ccc1ncccc12
 : -2, -6, -2, 5, 2.1, 7, -1, 3, 16
- CCCCOCCCNC(=O)N[C@@H](CC(C)C)C(=O)O
 : 3, -9, -3, 8, 2.5, 1, 0, 11, -9
- CN(C)S(=O)(=O)Oc1cccc(C(=O)Nc2cccc(Cl)c2)c1
 : 0, -21, -16, 30, -1.3, 3, -3, 10, 19
- Cc1ccc(NC(=O)CCn2cnc3ccccc3c2=O)cc1
 : 4, 0, -30, 15, -2.5, 2, 2, -25, 3
- CCOC(=O)c1c(NC(=O)c2ccoc2C)sc(C(=O)N(C)C)c1C
 : 0, -5, 10, 24, 2.0, 10, 7, -16, -23
- Cc1ccccc1NC(=O)NCC1CCN(C(=O)OC(C)(C)C)CC1
 : ·, 3, 3, 4, 0.1, -2, 3, 8, 2
- NNC(=O)CC12CC3CC(C1)CC(n1ncnn1)(C3)C2
 : 8, 1, -1, -16, 4.4, 0, -6, 3, -2
- COc1cc(C)c(S(=O)(=O)N2CCCC2)cc1C(C)C
 : -2, -5, -9, 22, 2.0, 6, 3, 7, -10
- Cc1cc(C)n(-c2n[nH]c(=O)c3ccccc23)n1
 : ·, -14, -12, 0, 1.5, -5, -1, -10, 0
- COc1ccc(C(=O)N(Cc2ccco2)C(C(=O)NC2CCCC2)c2ccc(O)cc2)cc1OC (centres undefined)
 : -1, 3, -13, -10, 0.6, 3, 5, -3, -27
- COc1ccc(CC(=O)N2CCCC(CNC(=O)c3ccccc3Cl)C2)cc1 (centres undefined)
 : -3, -15, -32, 1, 0.5, -1, -4, -1, -2
- COc1ccc(-c2cc(C(=O)N3CC4(C)CC3CC(C)(C)C4)no2)cc1 (centres undefined)
 : 5, 3, 1, -7, 0.6, 2, -3, 15, -9
- O=C(C1CCC(CNS(=O)(=O)c2cccs2)CC1)N1CCCCC1 (centres undefined)
 : -3, -10, -9, -20, 1.0, 0, -2, -1, 0
- CCCS(=O)(=O)N1CCCC(C(=O)NCCCN(C)c2ccccc2)C1 (centres undefined)
 : 0, ·, -16, ·, 1.6, 4, 2, 9, -3
- COc1ccc(CC(=O)Nc2cccc(S(=O)(=O)N3CCCCCC3)c2)cc1OC
 : 0, -10, -16, 71*, 1.4, 4, 0, 9, -72
- C/C(=N\NC(=O)c1nnn(-c2nonc2N)c1COc1ccc(F)cc1)c1ccc(Cl)cc1
 : ·, -1, 6, 1, -1.4, 1, -2, -9, 8
- CN(C(=O)CSc1nc2ccccc2n1CCc1ccccc1)C1CCS(=O)(=O)C1 (centres undefined)
 : 3, -4, 0, 8, 0.7, 2, 2, -5, -6

# In another format: results already given
SMILES	NPY Y1 blocker	p47phox inh	S1P4 antagonist	CHOP inhibitor	S1P4 agonist	BaF3 tox	Ba/F3 V617F tox	NPY-Y2 PAM-ag	NPY-Y1 PAM-ag
COc1ccc(C(=O)N(Cc2ccco2)C(C(=O)NC2CCCC2)c2ccc(O)cc2)cc1OC (centres undefined)	-1	3	-13	-10	0.6	3	5	-3	-27
CCCS(=O)(=O)N1CCCC(C(=O)NCCCN(C)c2ccccc2)C1 (centres undefined)	0	·	-16	·	1.6	4	2	9	-3
COc1ccc(-c2cc(C(=O)N3CC4(C)CC3CC(C)(C)C4)no2)cc1 (centres undefined)	5	3	1	-7	0.6	2	-3	15	-9
Cc1ccccc1NC(=O)NCC1CCN(C(=O)OC(C)(C)C)CC1	·	3	3	4	0.1	-2	3	8	2

# Compound activity: PubChem, several laboratories
